Source: PubChem BioAssay (several laboratories)
SR-BI DiI-HDL act: SR-BI HDL lipid transfer activation | CHO ldlA[mSR-BI] cells, DiI-HDL uptake fluorescence, 3 h; 100 = double the neutral-control signal | activation, % at 12.5 µM | actives 0.096% (n = 320,000) | AID 504775;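 active means mean replicate activation of at least 60% and every replicate at or above 60%; inconclusive means mean or all-replicate condition met, but not both; inactive means mean below 60% and not all replicates reaching 60%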;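 further: 0% = median plate neutral-control signal and 100% = twice that signal; values of inactives mirror those of a sister screen read the other way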
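Material – SR-BI-overexpressing, LDLR-lacking CHO cells · Medium – BSA-supplemented, HEPES-buffered Ham's F12, pH 7.4 · Doses – single concentration · Times – compound with DiI-HDL co-incubation, 3 h at 37 °C · Measured by – bottom-read fluorescence, 550/595 nm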
Pemphigus Ab inh: human desmoglein-3 autoantibody binding inhibition; DSG3-coupled beads, scFv-anti-DSG3-GFP binding, flow cytometry; stronger effect = lower value; binding (percent of control), % at 10 µM; actives 0.48% (n = 310,000); AID 588358;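 active means binding more than 3 SD below its plate's average and above zero; inconclusive means below that plate limit but binding exactly zero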;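 further: hits lower antibody fragment binding to DSG3; some compounds called inactive have numbers as strong as hits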
Target sequence (P32926 whole entry, looked up, the tested form may be a part): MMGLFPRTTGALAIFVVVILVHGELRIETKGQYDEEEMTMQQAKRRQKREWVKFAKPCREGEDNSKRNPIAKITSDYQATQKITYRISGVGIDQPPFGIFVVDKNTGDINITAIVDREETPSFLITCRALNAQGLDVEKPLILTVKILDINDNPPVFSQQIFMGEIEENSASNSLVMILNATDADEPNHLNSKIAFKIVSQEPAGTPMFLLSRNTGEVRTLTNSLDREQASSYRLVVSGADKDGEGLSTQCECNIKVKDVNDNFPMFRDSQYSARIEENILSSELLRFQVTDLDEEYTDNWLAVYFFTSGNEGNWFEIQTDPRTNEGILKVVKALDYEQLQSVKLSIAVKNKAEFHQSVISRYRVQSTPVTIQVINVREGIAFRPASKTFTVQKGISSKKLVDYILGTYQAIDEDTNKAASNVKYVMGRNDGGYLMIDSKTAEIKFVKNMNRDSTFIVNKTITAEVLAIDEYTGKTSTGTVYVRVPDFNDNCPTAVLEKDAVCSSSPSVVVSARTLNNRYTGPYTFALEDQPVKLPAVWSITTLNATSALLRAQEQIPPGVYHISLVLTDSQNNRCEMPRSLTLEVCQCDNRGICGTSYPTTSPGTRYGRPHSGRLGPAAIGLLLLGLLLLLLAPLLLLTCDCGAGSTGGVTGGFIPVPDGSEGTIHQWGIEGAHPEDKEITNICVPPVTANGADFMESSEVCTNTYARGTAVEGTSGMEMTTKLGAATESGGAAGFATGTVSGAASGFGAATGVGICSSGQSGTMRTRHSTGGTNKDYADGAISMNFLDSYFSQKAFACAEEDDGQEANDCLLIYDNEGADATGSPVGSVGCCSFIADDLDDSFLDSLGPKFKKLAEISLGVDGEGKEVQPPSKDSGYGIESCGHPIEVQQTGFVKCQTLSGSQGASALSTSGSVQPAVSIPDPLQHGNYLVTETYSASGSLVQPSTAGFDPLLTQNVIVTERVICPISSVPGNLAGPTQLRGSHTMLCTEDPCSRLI
NSD2 HMT inh: inhibitors of human histone methyltransferase NSD2 | NSD2 peptide methylation, AlphaScreen, 120 min | inhibition, % at 12.5 µM | actives 0.54% (n = 310,000) | O96028; in the data active means inhibition above about 50%
Arrestin-AP2 inh: human beta-arrestin and AP2 interaction inhibition; FITC-arrestin peptide / GST-AP2 beads, flow cytometry; AP2 beta2 appendage carries R879A mutation; inhibition, % at 10 µM; actives 0.31% (n = 340,000);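 active means inhibition above a set limit, near 3 SD of compounds lacking own fluorescence, cut at about 54% in these data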;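 further: plate controls were DMSO wells for no effect and 5 µM unlabelled arrestin peptide for full effect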
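System: GST-AP2 R879A glutathione beads | Also added: FITC-arrestin peptide, 50 nM | Times: 12 min plus 1 h, RT | Signal: Bead flow cytometry, FITC channel | Buffer or medium: PBS with 0.05% Tween 20 and 0.1% BSA | Read-out basis: Percent drop in bead-associated FITC signal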
SUMO Mot1 rescue: blocks SUMOylation pathway, rescuing yeast Mot1-301 growth | S. cerevisiae Mot1-301 growth rescue, ATP luminescence, 38.5C; percent above DMSO median, 100 means doubled | actives 1% (n = 320,000) | growth rescue, % at 18.8 µM;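 active means every valid replicate shows activation above 250% relative to neutral control wells; inactive means the rest, any valid replicate at or below 250%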;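 further: OY570 slx delta 5 strain wells were the positive control but not used for scaling; some compounds called inactive have numbers as strong as hits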
SR-BI DiI inh: mouse SR-BI HDL lipid transfer inhibition. actives 0.96% (n = 320,000). ldlA[mSR-BI] CHO cells, DiI-HDL uptake fluorescence, 3 h. inhibition, % at 12.5 µM;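 active means mean replicate inhibition of at least 70% and a set share of replicates each scoring 70 or more; inconclusive means meets just one of the two criteria; inactive means fails both criteria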;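 further: 0% = median of neutral control wells and 100% = median of positive control wells; values of inactives mirror those of a sister screen read the other way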
dFosB act: enhances mouse delta FosB homodimer DNA binding | purified delta FosB, TAMRA-CDK5 oligo fluorescence polarization; percent of positive-control signal above neutral wells | actives 0.99% (n = 340,000) | P13346 | AID 493131 | activation, % at 25 µM;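 active means mean activation above about 17%, with every replicate also reaching it, limit read from the data, passing the limit was not always enough; inconclusive means only one of the two conditions met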;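 further: fluorescence polarization rise as delta FosB binds a TAMRA Cdk5 AP-1 oligo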
MITF TRPM1 HTS: MITF TRPM1 promoter activation in melanoma cells; actives 0.75% (n = 300,000); SK-MEL-5 TRPM1-promoter luciferase, 24 h; % of positive control, neutral wells = 0; activation, % at 12.5 µM; AID 588334;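 active means mean activation of at least 80% with every replicate also reaching 80%; inconclusive means mean reaches 80% but some replicate falls short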;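 further: 0% = neutral control wells and 100% = parthenolide positive control wells; values of inactives mirror those of a sister screen read the other way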
PKA-R1A activ: PKA-R1A complex activation; P00514+P68181; PKA-R1A dissociation, Cy5-IP20 fluorescence polarization; scaled: DMSO 0%, 113 µM cGMP 100%; activation, % at 11.4 µM; actives 0.083% (n = 340,000); AID 504707;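 active means percent activation above the mean of all tested compounds plus 3 SD, cut at about 19% in these data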;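 further: higher means more PKAc released from R1A so a rise in polarization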
PKA-R2B activ: activates the human PKA-R2B holoenzyme complex | actives 0.079% (n = 340,000) | AID 504700 | activation, % at 11.4 µM | PKA-R2B holoenzyme dissociation, Cy5-IP20 fluorescence polarization; R2B truncated from residue 108, S112A mutant; 0% DMSO only, 100% 113 µM cGMP;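 active means activation above a cutoff set at the mean over all compounds plus 3 SD, cut at about 18% in these data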;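 further: higher means more holoenzyme dissociation and a rise in polarization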
CDK5 inh: blocks human CDK5/p35 kinase activity; Recombinant CDK5/p35, ADP-Glo luminescence, 60 min; actives 0.01% (n = 330,000); Q00535+Q15078; inhibition, % at 10 µM;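 active means highest replicate inhibition of at least 50% and at least 75% of replicates reaching 50%; inconclusive means only one of the two criteria met; inactive means both criteria failed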;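 further: plate controls were DMSO neutral control for no effect and GW8510 at 10 µM for full effect; many of its hits are not listed in these tables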
Numbers without * were called inactive.

Results for COc1ccccc1CNCC(=O)Nc1ccc(C(F)(F)F)cc1 ?
Pemphigus Ab inh: 100; NSD2 HMT inh: -11; Arrestin-AP2 inh: 26; SUMO Mot1 rescue: -3; dFosB act: -11; MITF TRPM1 HTS: -2; PKA-R1A activ: -1; PKA-R2B activ: -7; CDK5 inh: -0.6

How did CCN(CC)C(=O)CSc1nc(O)c(Cc2ccccc2)c(=O)n1-c1ccccc1C do in these assays?
SR-BI DiI-HDL act: 11; Pemphigus Ab inh: 97; NSD2 HMT inh: -2; Arrestin-AP2 inh: 35; SUMO Mot1 rescue: -2; SR-BI DiI inh: -11; dFosB act: 0; PKA-R1A activ: -2; PKA-R2B activ: 1; CDK5 inh: -1.5

How did CCn1c(SCC(=O)NCc2cccs2)nnc1-c1ccco1 do in these assays?
SR-BI DiI-HDL act: 2; Pemphigus Ab inh: 104; NSD2 HMT inh: 4; Arrestin-AP2 inh: -5; SUMO Mot1 rescue: 1; SR-BI DiI inh: -2; dFosB act: -2; MITF TRPM1 HTS: 17; PKA-R1A activ: -5; PKA-R2B activ: 2; CDK5 inh: -1.9

What do the screens show for `CCOC(=O)C1=C(COc2ccc(F)cc2Cl)NC(=O)NC1c1cc(C)ccc1C` (stereo not drawn)?
SR-BI DiI-HDL act: -19; Pemphigus Ab inh: 99; NSD2 HMT inh: 20; Arrestin-AP2 inh: 5; SUMO Mot1 rescue: 9; SR-BI DiI inh: 19; dFosB act: -2; MITF TRPM1 HTS: 11; PKA-R1A activ: -5; PKA-R2B activ: -6; CDK5 inh: -0.7

Results for C=CCOC(=O)C1=C[C@@H](c2ccc(Br)cc2)C[C@@H](OCc2ccc(CO)cc2)O1 ?
SR-BI DiI-HDL act: -8; Pemphigus Ab inh: 98; Arrestin-AP2 inh: 7; SUMO Mot1 rescue: -6; SR-BI DiI inh: 8; dFosB act: -5; MITF TRPM1 HTS: 3; PKA-R1A activ: -2; PKA-R2B activ: 1; CDK5 inh: 2.0

How did COc1ccc(CCN2C(=O)C3C4CC(C5C(C(=O)N/N=C\c6ccc(Cl)cc6)=NOC45)C3C2=O)cc1OC (stereo not drawn) do in these assays?
SR-BI DiI-HDL act: 15; NSD2 HMT inh: 2; Arrestin-AP2 inh: -10; SUMO Mot1 rescue: 0; SR-BI DiI inh: -15; dFosB act: -3; MITF TRPM1 HTS: -6; PKA-R1A activ: -3; PKA-R2B activ: -13; CDK5 inh: 0.4

Results for Cc1ccc(NC(=O)c2ccc(Cl)c(NC(=O)c3cccs3)c2)cc1 ?
SR-BI DiI-HDL act: -53; Pemphigus Ab inh: 103; NSD2 HMT inh: -2; Arrestin-AP2 inh: 8; SUMO Mot1 rescue: 4; SR-BI DiI inh: 53; dFosB act: -5; MITF TRPM1 HTS: 51; PKA-R1A activ: -8; PKA-R2B activ: 5; CDK5 inh: 0.5

Results for COC(=O)/C=C/CC(C)OS(N)(=O)=O (stereo not drawn) ?
SR-BI DiI-HDL act: 8; Pemphigus Ab inh: 103; Arrestin-AP2 inh: 2; SUMO Mot1 rescue: -4; SR-BI DiI inh: -8; dFosB act: 7; MITF TRPM1 HTS: -9; PKA-R1A activ: -2; PKA-R2B activ: 5; CDK5 inh: -1.8

How did CCCCN(C(=O)c1c(C)[nH]c(C(=O)OCC)c1C)c1ccccc1 do in these assays?
SR-BI DiI-HDL act: -18; Pemphigus Ab inh: 101; NSD2 HMT inh: -1; Arrestin-AP2 inh: 3; SUMO Mot1 rescue: -9; SR-BI DiI inh: 18; dFosB act: -2; MITF TRPM1 HTS: -11; PKA-R1A activ: 1; PKA-R2B activ: -5; CDK5 inh: 0.7

Results for COc1ccc(C(=O)NC(=S)Nc2ccc(N3CCOCC3)c(Cl)c2)cc1[N+](=O)[O-] ?
SR-BI DiI-HDL act: -13; Pemphigus Ab inh: 122; NSD2 HMT inh: -1; Arrestin-AP2 inh: -3; SUMO Mot1 rescue: -21; SR-BI DiI inh: 13; dFosB act: 4; MITF TRPM1 HTS: -6; PKA-R1A activ: 2; PKA-R2B activ: -8; CDK5 inh: -0.9

Results for COc1ccc(CN(C(=O)CN2C(=O)c3ccccc3S2(=O)=O)C(C(=O)NCC2CCCO2)c2ccco2)cc1 (stereo not drawn) ?
Pemphigus Ab inh: 97; NSD2 HMT inh: -4; Arrestin-AP2 inh: -8; SUMO Mot1 rescue: -8; dFosB act: -6; MITF TRPM1 HTS: 10; PKA-R1A activ: -5; PKA-R2B activ: 12; CDK5 inh: 0.1

What do the screens show for `O=[N+]([O-])/C(=C\Nc1ccccc1Cl)S(=O)(=O)c1ccccc1`?
SR-BI DiI-HDL act: -18; Pemphigus Ab inh: 105; Arrestin-AP2 inh: 3; SUMO Mot1 rescue: 0; SR-BI DiI inh: 18; dFosB act: 0; MITF TRPM1 HTS: -9; PKA-R1A activ: 4; PKA-R2B activ: 0; CDK5 inh: 2.0

How did COC(=O)c1nn(C23CC4CC(CC(C4)C2)C3)c2c1C(=O)N(c1ccc(F)cc1)C2=O do in these assays?
SR-BI DiI-HDL act: 23; Pemphigus Ab inh: 105; NSD2 HMT inh: -1; Arrestin-AP2 inh: 2; SR-BI DiI inh: -23; dFosB act: 6; MITF TRPM1 HTS: -9; PKA-R1A activ: -16; PKA-R2B activ: 0; CDK5 inh: -0.7

Results for COc1ccc(C(=O)NNC(=O)c2cc3cccc(OC)c3oc2=O)cc1 ?
SR-BI DiI-HDL act: -18; Pemphigus Ab inh: 97; NSD2 HMT inh: -3; Arrestin-AP2 inh: 40; SUMO Mot1 rescue: 0; SR-BI DiI inh: 18; dFosB act: 7; MITF TRPM1 HTS: -2; PKA-R1A activ: 0; PKA-R2B activ: 0; CDK5 inh: 0.3

What do the screens show for `CC(C)C(=O)N1CCN(c2ccc(NC(=O)c3ccc([N+](=O)[O-])o3)cc2Cl)CC1`?
SR-BI DiI-HDL act: -63; Pemphigus Ab inh: 101; NSD2 HMT inh: 12; Arrestin-AP2 inh: -2; SR-BI DiI inh: 63; dFosB act: 1; MITF TRPM1 HTS: -85; PKA-R1A activ: -1; PKA-R2B activ: -1; CDK5 inh: -1.6

Results for O=C1NCCN1CCNS(=O)(=O)c1ccc2ccccc2c1 ?
SR-BI DiI-HDL act: 11; Pemphigus Ab inh: 99; NSD2 HMT inh: -1; Arrestin-AP2 inh: 1; SUMO Mot1 rescue: -11; SR-BI DiI inh: -11; dFosB act: -4; PKA-R1A activ: -8; PKA-R2B activ: -1; CDK5 inh: -1.1

How did CCOc1ccccc1-n1nnnc1SCC(=O)Nc1cc2oc3ccccc3c2cc1OC do in these assays?
SR-BI DiI-HDL act: -27; Pemphigus Ab inh: 99; NSD2 HMT inh: -3; Arrestin-AP2 inh: 11; SUMO Mot1 rescue: -9; SR-BI DiI inh: 27; dFosB act: -1; MITF TRPM1 HTS: 0; PKA-R1A activ: -5; PKA-R2B activ: 3; CDK5 inh: 1.1

What do the screens show for `CC(=O)c1cc(C#N)c(SCc2ccc(F)cc2)nc1C`?
SR-BI DiI-HDL act: -41; Pemphigus Ab inh: 95; NSD2 HMT inh: 0; Arrestin-AP2 inh: 16; SUMO Mot1 rescue: -25; SR-BI DiI inh: 41; dFosB act: 0; MITF TRPM1 HTS: 54; PKA-R1A activ: 0; PKA-R2B activ: 3; CDK5 inh: -0.5

Results for COCCCC1CCN(C(=O)C2CCC(=O)N(C3CCCCCC3)C2)CC1 (stereo not drawn) ?
SR-BI DiI-HDL act: 15; Pemphigus Ab inh: 114; NSD2 HMT inh: -3; Arrestin-AP2 inh: -3; SUMO Mot1 rescue: -14; SR-BI DiI inh: -15; dFosB act: -7; MITF TRPM1 HTS: -8; PKA-R1A activ: 1; PKA-R2B activ: 0; CDK5 inh: -0.4

How did CCC(C)[C@H](NC(=O)[C@@H]1Cc2c([nH]c3ccccc23)C2c3ccccc3C(=O)N21)C(=O)NCC1CCCO1 (stereo partly drawn) do in these assays?
SR-BI DiI-HDL act: -73; Pemphigus Ab inh: 109; Arrestin-AP2 inh: -1; SUMO Mot1 rescue: -7; SR-BI DiI inh: inconclusive; dFosB act: -17; MITF TRPM1 HTS: -17; PKA-R1A activ: -10; PKA-R2B activ: -5; CDK5 inh: -4.5

What do the screens show for `O=C(OCC1COc2ccccc2O1)c1c(F)cccc1F` (stereo not drawn)?
SR-BI DiI-HDL act: 26; Pemphigus Ab inh: 121; NSD2 HMT inh: -3; Arrestin-AP2 inh: 0; SUMO Mot1 rescue: 44; SR-BI DiI inh: -26; dFosB act: -7; MITF TRPM1 HTS: 59; PKA-R1A activ: 9; PKA-R2B activ: -9; CDK5 inh: 0.4

What do the screens show for `COc1cccc(NC(=O)NCc2cccn2C)c1`?
SR-BI DiI-HDL act: -49; Pemphigus Ab inh: 96; NSD2 HMT inh: -2; Arrestin-AP2 inh: 9; SUMO Mot1 rescue: 4; SR-BI DiI inh: 49; dFosB act: -2; MITF TRPM1 HTS: 16; PKA-R1A activ: 2; PKA-R2B activ: 0; CDK5 inh: -2.1

How did CC(C)CCNC(=O)C(c1cccnc1)N(CCc1ccccc1)C(=O)Cn1nnc2ccccc21 (stereo not drawn) do in these assays?
SR-BI DiI-HDL act: 4; Pemphigus Ab inh: 102; NSD2 HMT inh: -4; Arrestin-AP2 inh: -4; SUMO Mot1 rescue: -5; SR-BI DiI inh: -4; dFosB act: -4; MITF TRPM1 HTS: -3; PKA-R1A activ: 5; PKA-R2B activ: -13; CDK5 inh: -0.9

Results for CCS(=O)(=O)c1nc(S(=O)(=O)c2ccc(Cl)cc2)c(NCCCN2CCOCC2)s1 ?
SR-BI DiI-HDL act: 9; Pemphigus Ab inh: 96; NSD2 HMT inh: 8; Arrestin-AP2 inh: 12; SUMO Mot1 rescue: -13; SR-BI DiI inh: -9; dFosB act: -12; MITF TRPM1 HTS: 2; PKA-R1A activ: 2; PKA-R2B activ: -4; CDK5 inh: -0.1

How did CCc1nc(Nc2ccc3c(c2)OCCO3)c2oc3ccccc3c2n1 do in these assays?
SR-BI DiI-HDL act: -41; Pemphigus Ab inh: 93; NSD2 HMT inh: 7; Arrestin-AP2 inh: 12; SUMO Mot1 rescue: -20; SR-BI DiI inh: 41; dFosB act: -8; MITF TRPM1 HTS: 5; PKA-R1A activ: 0; PKA-R2B activ: 5; CDK5 inh: -1.8
